NPC1 prom act – NPC1 promoter activation | Huh7 NPC1 promoter luciferase reporter, 24 h | Potency, µM (series often up to 9.22 µM), inactives show at the top dose activation, actives largely listed as activators | hit rate 2.4% among 320,000;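 also: potency is read from the fitted curve at half-maximal effect; % of control where 0% means no effect; nearly all actives have a fitted effect of over 60% in size; reporter is driven by a mutant NPC1 promoter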
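Readout is luciferase luminescence, reflecting NPC1 promoter activation in stably transfected Huh7 cells after 24 h compound exposure at 37 °C in reduced-serum medium with 10% FBS.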
p53 reactivation – re-activators of mutant p53. H1299 p53-A138V BP100-luciferase reporter, luminescence, 24 h. Potency, µM (top dose mostly 92.2 µM), for the others: at the top dose activity change, positive = activation, hits mostly activators. hit rate 0.063% among 320,000. AID 504706; also: potency is read from the fitted curve at half-maximal effect; % of control where 0% means no effect; nearly all actives have a fitted effect of over 45% in size
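p53-null H1299 cells stably carrying temperature-sensitive p53-A138V and a BP100-luciferase reporter were pinned with compounds (4-point, 1:5 series) and held 24 hrs at 37 deg C. Luminescence was read 10 min after detection reagent.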
Rab9 prom act – activators of Rab9 promoter; Potency, µM (highest dose often 9.22 µM), inactives show top-dose activation, negative = inhibition, actives largely listed as activators; AID 485297; hit rate 2.8% among 320,000; Huh7 Rab9 promoter-luciferase reporter, luminescence, 24 h; also: potency is read from the fitted curve at half-maximal effect; % of control where 0% means no effect; nearly all actives have a fitted effect of over 60% in size
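Quantitative HTS format; Huh7 Rab9-luciferase reporter cells (1500/well) receive compound 2 h post-plating, incubate 24 h at 37 °C, then get luciferase reagent for 10 min before luminescence reading.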
PKM2 activator – activators of human pyruvate kinase M2; purified PKM2, Kinase-Glo ATP luminescence, activation; response scale: 0% is enzyme alone, no compound; Potency, µM (highest dose often 57.5 µM), without a hit: at the top dose activation, hits mostly activators; hit rate 0.34% among 260,000; AID 1631; also: potency is read from the fitted curve at half-maximal effect; % is scaled to controls: 0 for no effect and ±100 for the full control effect; nearly all actives have a fitted effect of over 55% in size
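Purified hPK-M2 (>95%) run at intermediate activity with 0.1 mM ADP and 0.5 mM PEP in 50 mM imidazole pH 7.2, KCl, MgCl2; 1 h room temperature. ATP formed read by Kinase-Glo luminescence; normalized to uninhibited and no-enzyme controls.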
ELG1 genotoxic – genotoxicity induction in ELG1-luciferase HEK293T cells; HEK293T ELG1-luciferase reporter, luminescence, 16 h; Potency, µM (doses to about 46 µM), for the others: at the highest dose activity change, positive = activation, hits mostly activators; hit rate 1.3% among 330,000; AID 504466; also: potency is read from the fitted curve at half-maximal effect; % of control where 0% means no effect; nearly all actives have a fitted effect of over 60% in size
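ELG1-luciferase HEK293T cells, 2,000/well; compound pinned in; 16 hr, 37 °C, 5% CO2; ONE-Glo, 30 min RT; luminescence on CCD imager.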
Giardia kill – Giardia lamblia killing. AID 540267. activity change, % at 7.66 µM, hits read low. hit rate 0.15% among 340,000. Giardia lamblia trophozoite viability; in the data active = activity change below about -80%; inconclusive = between about -30% and that limit;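 also: parasites exposed to compound for two days anaerobically before the ATP read; % is scaled to controls: 0 for no effect and ±100 for the full control effect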
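Media and compound were dispensed first, then trophozoites at 100 cells/well; plates sat 48 hrs at 37 deg C without oxygen before ATP luminescence reagent was added and read after 15-30 min at room temperature.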
BRCA1 expr act – increases BRCA1 expression; MCF7-BRCA1-FFLuc reporter, luminescence, 48 h; response scale: scaled: vehicle 0%, 10 µM genistein 100%; Potency, µM (series often up to 46.1 µM), without a hit: at the top dose activation, hits mostly activators; hit rate 1.1% among 380,000; also: potency is read from the fitted curve at half-maximal effect; nearly all actives have a fitted effect of over 80% in size; some results filed as inactive show a strong effect at the top dose
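Reporter cells (MCF7, BRCA1 promoter-firefly luciferase) received library compounds across a concentration series for 48 h. End-point luminescence was measured and concentration-effect curves derived after normalization.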
RORg inh – inhibitors of mouse ROR gamma transcriptional activity; Drosophila S2 Gal4-RORgamma UAS-luciferase reporter, 20 h; Potency, µM (top dose mostly 53.6 µM), inactives show top-dose activity change, negative = inhibition, most hits filed as inhibitors; hit rate 5.4% among 310,000; AID 2551; also: potency is read from the fitted curve at half-maximal effect; % is scaled to controls: 0 for no effect and ±100 for the full control effect; nearly all actives have a fitted effect of over 60% in size
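Luciferase reporter read in Schneider cells carrying Gal4-RORγ (mouse) and UAS-Photinus luciferase; cells given compound 1 h before 700 uM copper sulfate induction, then incubated 20 h at ambient temperature.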
Menin-MLL TR inh – menin-MLL binding inhibition, Texas Red mutant peptide; hit rate 0.23% among 270,000; O00255; Potency, µM (doses to about 61.6 µM), for the others: top-dose FP activity change, negative = inhibition, usual class: inhibitors; Menin + Texas Red MLL mutant peptide, fluorescence polarization; active = well fitted inhibition curve with a large enough effect in the polarisation, with a control signal flat, not every such curve was filed as active; inconclusive = small, poorly fitted or top-dose-only effect, or effect the other way, or a change in a side signal; inactive = no such curve, though single readings can be large or run the other way; the % refers to the polarisation; also: potency is read from the fitted curve at half-maximal effect; % of control where 0% means no effect; many of its hits are not listed in these tables
Target sequence (O00255 whole entry, looked up): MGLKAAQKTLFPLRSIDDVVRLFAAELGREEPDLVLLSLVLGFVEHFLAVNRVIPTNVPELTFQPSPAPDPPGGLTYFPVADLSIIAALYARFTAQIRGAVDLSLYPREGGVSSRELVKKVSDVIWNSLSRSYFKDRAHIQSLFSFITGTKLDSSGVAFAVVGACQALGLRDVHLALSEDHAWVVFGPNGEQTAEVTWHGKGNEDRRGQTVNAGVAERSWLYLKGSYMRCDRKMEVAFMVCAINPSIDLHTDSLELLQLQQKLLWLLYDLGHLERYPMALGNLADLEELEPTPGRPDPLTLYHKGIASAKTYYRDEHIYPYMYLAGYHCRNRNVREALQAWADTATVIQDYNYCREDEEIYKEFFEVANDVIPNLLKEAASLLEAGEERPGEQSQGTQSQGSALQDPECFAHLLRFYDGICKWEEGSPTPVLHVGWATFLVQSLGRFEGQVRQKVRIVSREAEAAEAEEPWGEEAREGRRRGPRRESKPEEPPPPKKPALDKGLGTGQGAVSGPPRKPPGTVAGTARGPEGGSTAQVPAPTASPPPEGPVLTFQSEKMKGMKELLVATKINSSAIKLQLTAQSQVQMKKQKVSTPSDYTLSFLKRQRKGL
VP16 counter – counter-screen for ROR gamma inhibitors: Gal4-VP16 reporter. hit rate 3.5% among 310,000. Potency, µM (highest dose often 53.6 µM), without a hit: at the top dose activity, negative = inhibition, hits mostly inhibitors. AID 2546. Drosophila S2 Gal4-VP16 UAS-luciferase, luminescence, 20 h;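 also: Gal4-VP16 expression switched on by copper sulfate through the metallothionein promoter; potency is read from the fitted curve at half-maximal effect; % is scaled to controls: 0 for no effect and ±100 for the full control effect; nearly all actives have a fitted effect of over 50% in size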
FLuc modulator – firefly luciferase modulation, counter-screen for miR-21 project | P08659 | purified FLuc, Km substrates, luminescence inhibition | Potency, µM (series often up to 57.5 µM), without a hit: at the highest dose activity change, negative = inhibition, actives largely listed as inhibitors | hit rate 6.9% among 360,000;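 also: potency is read from the fitted curve at half-maximal effect; plate controls were vehicle for no effect and reference inhibitor for full effect; nearly all actives have a fitted effect of over 55% in size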
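Biochemical qHTS of compounds, final roughly 60 µM downward over six points, against 10 nM purified firefly luciferase using Km concentrations of substrates (10 uM D-luciferin, 10 uM ATP) in Tris acetate pH 7.5 buffer; luminescence output.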
Numbers without * were called inactive; ? = inconclusive; / = not tested or not shown; & = joins results of further samples; [ ] = another dose, or the depositor's remark. Unless noted, calls follow the shape of the dose curve; as a rule, active = well fitted curve in the direction sought with a large enough effect; inconclusive = small, poorly fitted or top-dose-only effect, or another doubt; inactive = no such curve, though single readings can be large; an effect the other way counts as inactive or inconclusive. This is a subset. The share of hits here may be higher or lower than overall.

Molecule	p53 reactivation	FLuc modulator	NPC1 prom act	RORg inh	PKM2 activator	Menin-MLL TR inh	Rab9 prom act	VP16 counter	Giardia kill	ELG1 genotoxic	BRCA1 expr act
CN(C)Cc1c(O)ccc2c(=O)c(-c3ccccc3)c(C(F)(F)F)oc12	/	0%	1%	7%	-1%	4%	2%	-4%	10	3%	-5%
CCN1C(c2ccccc2)=C(c2ccccc2)S/C1=C/C=C1\SC(=S)N(C)C1=O	1%	?	-7%	29%	-19%	?	-8%	1%	-16	-6%	-30%
O=C(Nc1ccc(S(=O)(=O)N2CCCC2)cc1)c1cnccn1	-3%	3%	-1%	1%	3%	-15%	-5%	0%	10	-3%	-10%
Clc1ncnc2scc(-c3ccccc3)c12	?	1%	6%	?	3%	-2%	-7%	-6%	1	-19%	7%
CCOC(=O)C(Cc1ccccc1)C(=O)NCc1cccnc1 (stereo not drawn)	-47%[inhibitor]	0%	-3%	-23%	0%	-16%	15%	0%	6	5%	-5%
CNC(=S)N/N=C(\C)c1ccc(-n2ccnc2)cc1	0%	-1%	10%	8.9µM*	9%	-4%	-3%	?	-1	13%	-2%[1.84 µM]
[O-]/C(=C(\C(=S)Nc1cccc2ccccc12)[n+]1ccccc1)c1cccs1	0%	-3%	-2%	?	1%	?	-2%	8%[10 µM]	?	-4%	-45%
O=C(Cn1c(=O)oc2cc(S(=O)(=O)N3CCCC3)ccc21)NCc1ccc(F)cc1	-4%	-6%&0%	0%	?	7%	?	0%	7%	18	0%	-11%&0%
Cc1cccc(Cn2ccc(NC(=O)c3cccnc3)n2)c1	2%	-12%	10%	1%	-3%	16%	18%	6%	-7	-3%	23%
Cc1nc(-c2ccccc2)sc1C1(C)CC(c2c(Cl)cccc2Cl)=NO1 (stereo not drawn)	4%	?	-4%	36%	-1%	/	2%	-5%	0	1%	0%
C=C(C(=O)O)C1CCC2(C)CCCC(C)(O)C2C1 (stereo not drawn)	0%	1%	-8%	-2%	5%	/	3%	10%	-21	-1%	25%
COCCCNC(=O)c1ccc(OC)c(OC2CCN(C(C)C)CC2)c1	/	3%	0%	-16%	-1%	6%	2%	3%	0	1%	0%
CCOc1cccc2cc(C(=O)N3CCN(C/C=C/c4ccccc4)CC3)c(=O)oc12	27%	?	-1%	-14%	-4%	0%	-5%	-7%	-13	-1%	-5%
O=C(COc1ccc(S(=O)(=O)N2CCOCC2)cc1)N1CCCCCC1	-1%	0%	-1%	5%	2%	-11%	0%	-8%	15	0%	-10%
CCN(C(=O)COC(=O)/C=C/c1ccccc1Cl)c1c(N)n(Cc2ccccc2)c(=O)[nH]c1=O	5%	1%	0%	/	/	/	-1%	/	2	2%	-24%

Reprinted from the part before: 2 compounds, then new ones.
Molecule	p53 reactivation	FLuc modulator	NPC1 prom act	RORg inh	PKM2 activator	Menin-MLL TR inh	Rab9 prom act	VP16 counter	Giardia kill	ELG1 genotoxic	BRCA1 expr act
O=C(COc1ccc(S(=O)(=O)N2CCOCC2)cc1)N1CCCCCC1	-1%	0%	-1%	5%	2%	-11%	0%	-8%	15	0%	-10%
CCN(C(=O)COC(=O)/C=C/c1ccccc1Cl)c1c(N)n(Cc2ccccc2)c(=O)[nH]c1=O	5%	1%	0%	/	/	/	-1%	/	2	2%	-24%
COc1ccc(C2C=C(Nc3ccccc3)C(=O)N2c2ccccc2)cc1OC (stereo not drawn)	21%	-18%	0%	11%	9%	5%	2%	28%	-5	1%	12%
COc1ccc(/C=C/c2nnc(NC(=O)C(C)(C)C)s2)cc1	-1%	8.5µM*	22%	-44%	0%	/	19%	7%	26	2%	0%
COc1ccc(CC(=O)NCc2csc(-c3cccs3)n2)cc1OC	-2%	-12%	-5%	23%	-4%	/	-8%	2%	8	-5%	-20%
COc1ccc(C2SCC(=O)N2c2ccc(F)cc2)cc1 (stereo not drawn)	-3%	-3%	-4%	-5%	/	6%	5%	-2%	-12	0%	15%
Cc1[nH]c2ccccc2c1/C=C(\C#N)C(=O)NC1CC1	17%	17µM*	?	?	0%	15%	?	21%	20	?	?
COC(=O)N/N=C/C1=CCC2CC1C2(C)C (stereo not drawn)	-2%	4%	-2%	3%	2%	1%	-5%	-6%	0	0%	0%
CCCOP(=O)(c1ccc(N(C)C)cc1)C(Nc1ccccc1)c1ccc(C)cc1 (stereo not drawn)	1%	-1%	-7%	?	-2%	/	-2%	?	8	-9%	-60%
COc1ccc(N/N=C2/CCCCC2=O)cc1	/	?	/	2%	0%	-3%	/	28%	-3	/	75%
COc1cccc(CC(=O)OCC(=O)NNC(=O)c2ccc(Br)cc2)c1	-6%	-6%	-2%	/	/	/	-2%	/	-2	2%	-1%
Oc1ccccc1/C=N/N1CCCCC1	8%	24µM*	0%	13%	-6%	3%	14%	-5%	-15	?	-10%
CCN(CC)c1ccc(NC(=O)CSc2ccsc2[N+](=O)[O-])c(C)c1	-3%	2%	-3%	27%[10 µM]	-5%	?	-11%	-10%	?	-2%	-39%
O=c1c2c3c(sc2nc2n1N=C(c1cccs1)CS2)CCCC3	?	0.19µM*	0.63µM*	5%	-8%	9%	0.63µM*	2%	?	?	1.3µM*
CC(C)c1nc(CN2CCCCC2)cc(=O)[nH]1	1%	-3%	1%	8%	-6%	-10%	-2%	3%	11	1%	12%
CCOC(=O)c1cc(-c2ccccc2C)nn1Cc1cc(CC)no1	23%	17µM*	17%	/	/	/	26%	/	14	7%	?
Cc1ccc(C)c(CN2CCSCC2)c1	-2%	0%	-1%	1%	0%	-27%	1%	2%	26	-1%	-5%
CNC(=O)/C(C#N)=C1\SC(Cc2ccc(F)cc2)C(=O)N1c1ccccc1C (stereo not drawn)	-3%	-2%	0%	18%	-1%	/	-5%	-3%	14	-4%	-1%
O=C(NCCCc1ccccc1)C1CCN(c2nnc(-n3cccc3)s2)CC1	?	?	13%	37%	-1%	3%	3%	12%	-3	-8%	58%
Cc1cc(C)cc(NC(=O)c2ccc(CNc3c(N4CCOCC4)c(=O)c3=O)cc2)c1	-4%	-19%	-2%	0%	-4%	7%	5%	-2%	7	1%	0%
CCNC(=O)NC1(C(=O)Nc2ccc3c(c2)CCC3)CCCCC1	-1%	5%	-3%	2%	3%	/	7%	4%	8	3%	-3%
Cc1cc(C)c(C#N)c(SCc2cc3c(cc2Cl)OCO3)n1	2%	0%	-4%	?	-18%	5%	0%	-23%	-9	-2%	-4%
O=C(NCc1ccco1)c1ccc(COc2ccc(Cl)cc2)cc1	6%	0%	-1%	34%	-2%	-8%	-4%	-13%	1	-2%	85%
O=C(CC1SC(=O)N(c2ccccc2)C1=O)Nc1cccc2ccccc12 (stereo not drawn)	-1%	-23%	-7%	-28%	7%	/	2%	4%	7	0%	0%
Cc1ccc([N+](=O)[O-])cc1NC(=O)CCSc1ccc(Cl)cc1	1%	12%	0%	-45%	-3%	?	1%	-7%[0.365 µM]	11	-10%	-45%
O=C(C1=C(O)C(=O)N(CCN2CCOCC2)C1c1ccc([N+](=O)[O-])cc1)c1cc2ccccc2o1 (stereo not drawn)	2%	6%	-1%	-9%	/	/	-3%	-9%	-26	0%	-14%

An excerpt from above in order of their number in NPC1 prom act, smallest number first.
SMILES	NPC1 prom act
Cc1cc(C)cc(NC(=O)c2ccc(CNc3c(N4CCOCC4)c(=O)c3=O)cc2)c1	-2%
Cc1ccc([N+](=O)[O-])cc1NC(=O)CCSc1ccc(Cl)cc1	0%
O=C(NCCCc1ccccc1)C1CCN(c2nnc(-n3cccc3)s2)CC1	13%
